T cell HTS: T cell immune modulators affecting CD8 T cell-vesicle binding; calls only at 7 µM; 2C CD8+ T cell-vesicle binding, flow cytometry; stronger effect = lower value; 330,000 compounds, 0.068% hits; AID 2052;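 active means response, share of CD8 T cells binding vesicles, and their 90th percentile fluorescence all below set limits, cut at about 80% in these data, passing the limit was not always enough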
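Benchmarks: naked versus QL9-loaded vesicles / Assay system: purified 2C TCR transgenic mouse naive CD8+ T cells / Technique: high-throughput flow cytometry with anti-B7-1 and anti-CD8 staining / Timing: Cell–vesicle co-incubation 1.5 h at 37 °C, staining 20 min on ice / Read-out: percent CD8+ FL2 mean versus row control / Probe or stimulus: QL9-loaded Drosophila micro-vesicles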
Lipid droplet: modulators of hepatic lipid droplet formation; AML12 mouse hepatocytes, oleate lipid droplets, BODIPY imaging; inhibition, % at 6.5 µM; 240,000 compounds, 0.4% hits;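 active means lipid droplet intensity inhibited by at least 50%, with more than 500 cells counted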
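Material: mouse AML12 hepatocyte cell line, fixed after treatment; Timing: compound with oleate, overnight; Technique: high-content imaging of BODIPY-stained droplets and DAPI nuclei; Probe or stimulus: oleate, 100 µM final; Dosing: compound at 6.5 µM only.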
PhoP inhibition: PhoP-dependent GFP reporter repression – Salmonella Typhimurium, primary screen (AID 1863); S. Typhimurium PhoP-regulated promoter GFP reporter, 4 h; higher % means a stronger effect; one-dose inhibition, % at 50 µM; IC50 in µM for titrated hits; 300,000 compounds, 0.16% hits;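 active means inhibition over 29.93%, a cutoff 3 SD above the screen mean, later confirmed by dose response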;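 further: 0% = low Mg2+ inducing control and 100% = high Mg2+ repressing control; strong numbers were not always called active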
Lipid droplet cells 6.5 µM: further read-out of Lipid droplet, marked with its call; cell count; measured here: cell count, cytotoxicity flag;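 cells counted across two imaged fields per well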
T cell HTS vesicle-bound %: recorded beside T cell HTS, whose call it bears; double positive events, %; measured here: CD8+ vesicle-bound cell fraction;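 binding gate set so that unloaded-vesicle control wells show 10% double positive cells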
Numbers without * were called inactive.

`CC(C)C[C@H](NC(=O)C1CC(=O)N(c2ccc3c(c2)OCCO3)C1)C(=O)N1CCCCC1` (stereo partly drawn) gave T cell HTS inactive, Lipid droplet 0, PhoP inhibition -7%, Lipid droplet cells 6.5 µM 733 and T cell HTS vesicle-bound % 27.
NS(=O)(=O)c1ccc(NC(=O)CN2CCN(S(=O)(=O)c3ccc(F)cc3)CC2)cc1 was read as T cell HTS inactive, Lipid droplet 8, PhoP inhibition 2%, Lipid droplet cells 6.5 µM 670 and T cell HTS vesicle-bound % 26.
For Cc1ccc(-c2nnc(NCCCO)c3ccccc23)cc1 the results were T cell HTS inactive, Lipid droplet 11, PhoP inhibition 10%, Lipid droplet cells 6.5 µM 818 and T cell HTS vesicle-bound % 29.
For COc1ccccc1NC(=O)Cn1c(=O)n(C)c(=O)c2sc3c(c21)COC(C)(C)C3 the results were T cell HTS inactive, Lipid droplet -8, PhoP inhibition 4%, Lipid droplet cells 6.5 µM 778 and T cell HTS vesicle-bound % 47.
Screening COc1ccc(C2C(C(=O)c3ccc(C)o3)=C(O)C(=O)N2Cc2ccco2)cc1OC (stereo not drawn) returned T cell HTS inactive, Lipid droplet -9, PhoP inhibition -5%, Lipid droplet cells 6.5 µM 667 and T cell HTS vesicle-bound % 15.
`CCOc1ccc(N(CC(=O)NC2CCCCC2)C(=O)CCC(=O)Nc2nc(C)cs2)cc1` gave T cell HTS inactive, Lipid droplet -8, PhoP inhibition 1%, Lipid droplet cells 6.5 µM 788 and T cell HTS vesicle-bound % 39.
COc1ccc(C=O)cc1OC(=O)N1CCOCC1 was read as T cell HTS inactive, Lipid droplet 4, PhoP inhibition -5%, Lipid droplet cells 6.5 µM 837 and T cell HTS vesicle-bound % 64.
Screening CC(C)CN(CCCNC(=O)CN1C(=O)COc2ccc(S(=O)(=O)N3CCC(C)CC3)cc21)CC(C)C returned T cell HTS inactive, Lipid droplet 4, PhoP inhibition -3%, Lipid droplet cells 6.5 µM 731 and T cell HTS vesicle-bound % 62.
`O=C1CCCc2cc(S(=O)(=O)N3CCC(C(=O)NCc4ccccc4)CC3)ccc2N1` gave T cell HTS inactive, Lipid droplet 5, PhoP inhibition 12%, Lipid droplet cells 6.5 µM 644 and T cell HTS vesicle-bound % 48.
Screening CC(=O)NC(CC(=O)N1CCN(C(C)=O)CC1)c1ccccc1 (stereo not drawn) returned T cell HTS inactive, Lipid droplet -5, PhoP inhibition -6%, Lipid droplet cells 6.5 µM 643 and T cell HTS vesicle-bound % 65.
`O=C(Nc1c2c(nn1-c1cccc(Cl)c1)CS(=O)(=O)C2)c1ccco1` gave T cell HTS inactive, Lipid droplet -18, PhoP inhibition -2%, Lipid droplet cells 6.5 µM 771 and T cell HTS vesicle-bound % 19.
COc1ccccc1CNC(=O)CN1C(=O)NC(C)(c2ccc(C)cc2)C1=O (stereo not drawn) was read as T cell HTS inactive, Lipid droplet 25, PhoP inhibition -11%, Lipid droplet cells 6.5 µM 762 and T cell HTS vesicle-bound % 43.

3 compounds already listed, ordered by SMILES length, largest number first:
`CC(C)C[C@H](NC(=O)C1CC(=O)N(c2ccc3c(c2)OCCO3)C1)C(=O)N1CCCCC1` (stereo partly drawn) gave T cell HTS inactive, Lipid droplet 0, PhoP inhibition -7%, Lipid droplet cells 6.5 µM 733 and T cell HTS vesicle-bound % 27.
`CCOc1ccc(N(CC(=O)NC2CCCCC2)C(=O)CCC(=O)Nc2nc(C)cs2)cc1` gave T cell HTS inactive, Lipid droplet -8, PhoP inhibition 1%, Lipid droplet cells 6.5 µM 788 and T cell HTS vesicle-bound % 39.
`O=C1CCCc2cc(S(=O)(=O)N3CCC(C(=O)NCc4ccccc4)CC3)ccc2N1` gave T cell HTS inactive, Lipid droplet 5, PhoP inhibition 12%, Lipid droplet cells 6.5 µM 644 and T cell HTS vesicle-bound % 48.

Going on with the list:
Screening CC(C(=O)Nc1ccccc1)N(C)Cc1cccs1 (stereo not drawn) returned T cell HTS inactive, Lipid droplet -4, PhoP inhibition 5%, Lipid droplet cells 6.5 µM 784 and T cell HTS vesicle-bound % 25.
Screening CCN(CC)S(=O)(=O)c1cc(C(=O)N=c2sccn2C)ccc1OC returned T cell HTS inactive, Lipid droplet -2, PhoP inhibition -10%, Lipid droplet cells 6.5 µM 812 and T cell HTS vesicle-bound % 13.
`COC(=O)CNC(=O)C1CC(=O)N(CCc2ccc(F)cc2)C1` (stereo not drawn) gave T cell HTS inactive, Lipid droplet 12, PhoP inhibition -6%, Lipid droplet cells 6.5 µM 806 and T cell HTS vesicle-bound % 58.
Screening COc1cc(NC(=O)c2cccc([N+](=O)[O-])c2)ccc1NC(=O)c1cc2ccccc2o1 returned T cell HTS inactive, Lipid droplet -21, PhoP inhibition 4%, Lipid droplet cells 6.5 µM 710 and T cell HTS vesicle-bound % 52.
O=C(Nc1ccc(N2CCOCC2)cc1)c1cccc2ccccc12 was read as T cell HTS inactive, Lipid droplet 7, PhoP inhibition -1%, Lipid droplet cells 6.5 µM 739 and T cell HTS vesicle-bound % 19.
`COc1ccc(CNC(=O)CSc2n[nH]c(N)n2)cc1` gave T cell HTS inactive, Lipid droplet 16, PhoP inhibition 4%, Lipid droplet cells 6.5 µM 820 and T cell HTS vesicle-bound % 45.
For O=S(=O)(c1ccc(Cl)cc1)N1CCN(CCc2ccncc2)CC1 the results were T cell HTS inactive, Lipid droplet -2, PhoP inhibition 3%, Lipid droplet cells 6.5 µM 727 and T cell HTS vesicle-bound % 15.
Screening NNC(=O)c1cc(C23CC4CC(CC(C4)C2)C3)[nH]n1 returned T cell HTS inactive, Lipid droplet -20, PhoP inhibition -2%, Lipid droplet cells 6.5 µM 791 and T cell HTS vesicle-bound % 17.
`COCCN(C(=O)c1csnn1)C(C(=O)NC1CCCCC1)c1ccccc1F` (stereo not drawn) gave T cell HTS inactive, Lipid droplet -1, PhoP inhibition -4%, Lipid droplet cells 6.5 µM 783 and T cell HTS vesicle-bound % 13.
Screening O=C(c1ccc(S(=O)(=O)Nc2ccccc2)cc1)N1CCCCCCC1 returned T cell HTS inactive, Lipid droplet -6, PhoP inhibition -6%, Lipid droplet cells 6.5 µM 713 and T cell HTS vesicle-bound % 52.
`O=C(CSc1nnc(CNC(=O)c2ccc(F)cc2)o1)NCC1CCCO1` (stereo not drawn) gave T cell HTS inactive, Lipid droplet -2, PhoP inhibition 6%, Lipid droplet cells 6.5 µM 809 and T cell HTS vesicle-bound % 25.
Screening COc1ccc(CNC(=O)CS(=O)Cc2nc(-c3ccc(OC)c(OC)c3)oc2C)cc1 (stereo not drawn) returned T cell HTS inactive, Lipid droplet -4, PhoP inhibition -4%, Lipid droplet cells 6.5 µM 724 and T cell HTS vesicle-bound % 12.

Among those listed so far, these have a thiophene ring, fused or not.
For COc1ccccc1NC(=O)Cn1c(=O)n(C)c(=O)c2sc3c(c21)COC(C)(C)C3 the results were T cell HTS inactive, Lipid droplet -8, PhoP inhibition 4%, Lipid droplet cells 6.5 µM 778 and T cell HTS vesicle-bound % 47.
Screening CC(C(=O)Nc1ccccc1)N(C)Cc1cccs1 (stereo not drawn) returned T cell HTS inactive, Lipid droplet -4, PhoP inhibition 5%, Lipid droplet cells 6.5 µM 784 and T cell HTS vesicle-bound % 25.

(cont.)
For CC(=O)Nc1ccc(S(=O)(=O)N2CCCC(C(=O)N3CCN(c4ccccc4)CC3)C2)cc1 (stereo not drawn) the results were T cell HTS inactive, Lipid droplet -2, PhoP inhibition -3%, Lipid droplet cells 6.5 µM 820 and T cell HTS vesicle-bound % 15.
For COc1cccc(-c2nc(CS(=O)(=O)CC(=O)NCCc3cc(OC)ccc3OC)c(C)o2)c1 the results were T cell HTS inactive, Lipid droplet -14, PhoP inhibition -4%, Lipid droplet cells 6.5 µM 694 and T cell HTS vesicle-bound % 9.
`CCOC(=O)C1CCCN(C(=O)Cn2nc(C)c3c(C)n(-c4ccccc4)nc3c2=O)C1` (stereo not drawn) gave T cell HTS inactive, Lipid droplet -12, PhoP inhibition 7%, Lipid droplet cells 6.5 µM 707 and T cell HTS vesicle-bound % 38.
Screening Cc1ccccc1-n1ncc2c1CC(C)(C)CC2NC(=O)CN1CCCC1=O (stereo not drawn) returned T cell HTS inactive, Lipid droplet 17, PhoP inhibition 7%, Lipid droplet cells 6.5 µM 666 and T cell HTS vesicle-bound % 58.
For O=C(NN1CC(C(=O)OCc2ccc(Cl)cc2Cl)CC1=O)c1ccccc1 (stereo not drawn) the results were T cell HTS inactive, Lipid droplet -1, PhoP inhibition 13%, Lipid droplet cells 6.5 µM 682 and T cell HTS vesicle-bound % 48.
Screening COc1cccc(NC(=O)Nc2cccc(C)n2)c1 returned T cell HTS inactive, Lipid droplet -1, PhoP inhibition 2%, Lipid droplet cells 6.5 µM 832 and T cell HTS vesicle-bound % 25.
Screening Cc1cccc(C(=O)Nc2nnc(S(=O)(=O)N3CCC(C)CC3)s2)c1 returned T cell HTS inactive, Lipid droplet 3, PhoP inhibition -15%, Lipid droplet cells 6.5 µM 697 and T cell HTS vesicle-bound % 2.
Screening COc1ccc(CCNC(=O)CSc2nnc(CNC(=O)c3c(F)cccc3Cl)o2)cc1OC returned T cell HTS inactive, Lipid droplet 12, PhoP inhibition 2%, Lipid droplet cells 6.5 µM 639 and T cell HTS vesicle-bound % 34.
CC(=O)c1cccc(NC(=O)CCc2nnc3ccc(NCc4ccc5c(c4)OCO5)nn23)c1 was read as T cell HTS inactive, Lipid droplet 0, PhoP inhibition 14%, Lipid droplet cells 6.5 µM 821 and T cell HTS vesicle-bound % 18.
`C=CCN1C(=O)CSC1=Nc1ccc(NC(C)=O)cc1` gave T cell HTS inactive, Lipid droplet -10, PhoP inhibition -6%, Lipid droplet cells 6.5 µM 660 and T cell HTS vesicle-bound % 31.
For O=S(=O)(NCCN1CCOCC1)c1ccc(F)c(Cl)c1 the results were T cell HTS inactive, Lipid droplet -1, PhoP inhibition -4%, Lipid droplet cells 6.5 µM 837 and T cell HTS vesicle-bound % 21.
Cc1ccc(NC(=O)C2CCN(S(=O)(=O)c3cccnc3)CC2)cc1C was read as T cell HTS inactive, Lipid droplet 2, PhoP inhibition -1%, Lipid droplet cells 6.5 µM 817 and T cell HTS vesicle-bound % 32.
Screening Cc1cccc(NC(=O)C2CC2c2ccccc2)c1C (stereo not drawn) returned T cell HTS inactive, Lipid droplet -13, PhoP inhibition -10%, Lipid droplet cells 6.5 µM 791 and T cell HTS vesicle-bound % 23.
`COc1ccc(NC(=O)N2CCCC(C(=O)NCc3ccccc3F)C2)cc1` (stereo not drawn) gave T cell HTS inactive, Lipid droplet -7, PhoP inhibition -1%, Lipid droplet cells 6.5 µM 803 and T cell HTS vesicle-bound % 11.
`O=C(NCc1ccc2c(c1)OCO2)Nc1cccc(Cl)c1` gave T cell HTS inactive, Lipid droplet -21, PhoP inhibition 8%, Lipid droplet cells 6.5 µM 878 and T cell HTS vesicle-bound % 49.
Screening CC(C)OC(=O)Cn1c(-c2ccccc2)c(-c2ccccc2)nnc1=O returned T cell HTS inactive, Lipid droplet -1, PhoP inhibition -6%, Lipid droplet cells 6.5 µM 825 and T cell HTS vesicle-bound % 58.
For C=CCN(C(=O)CN1CCCCC1)c1nc(-c2ccccc2)cs1 the results were T cell HTS inactive, Lipid droplet 17, PhoP inhibition 1%, Lipid droplet cells 6.5 µM 745 and T cell HTS vesicle-bound % 43.
Screening O=C(O)CN1C(=O)/C(=C\c2cccc(OC(=O)c3ccco3)c2)SC1=S returned T cell HTS inactive, Lipid droplet 10, PhoP inhibition -2%, Lipid droplet cells 6.5 µM 813 and T cell HTS vesicle-bound % 13.
O=C(CCc1ccccn1)N1CCCC(N2CCN(c3cccc(C(F)(F)F)c3)CC2)C1 (stereo not drawn) was read as T cell HTS inactive, Lipid droplet -2, PhoP inhibition -2%, Lipid droplet cells 6.5 µM 701 and T cell HTS vesicle-bound % 24.
`O=C(NCc1ccccc1)C(c1ccc(F)cc1)N(C(=O)c1csnn1)c1ccccc1` (stereo not drawn) gave T cell HTS inactive, Lipid droplet 13, PhoP inhibition 10%, Lipid droplet cells 6.5 µM 808 and T cell HTS vesicle-bound % 39.
Screening Oc1ccccc1-c1cc(-c2ccc(F)cc2)n[nH]1 returned T cell HTS inactive, Lipid droplet -2, PhoP inhibition -5%, Lipid droplet cells 6.5 µM 749 and T cell HTS vesicle-bound % 58.
`CSc1nc(NNC=O)cc(Oc2ccc(NC(C)=O)cc2)n1` gave T cell HTS inactive, Lipid droplet -2, PhoP inhibition -8%, Lipid droplet cells 6.5 µM 767 and T cell HTS vesicle-bound % 54.
Screening Cc1c(C(=O)N/N=C/c2ccoc2)cccc1[N+](=O)[O-] returned T cell HTS inactive, Lipid droplet -6, PhoP inhibition -4%, Lipid droplet cells 6.5 µM 746 and T cell HTS vesicle-bound % 62.
For CCC(=O)c1c[nH]c(C(=O)NCc2ccccc2OC)c1 the results were T cell HTS inactive, Lipid droplet -12, PhoP inhibition 6%, Lipid droplet cells 6.5 µM 770 and T cell HTS vesicle-bound % 49.

Screens deposited in PubChem by several laboratories.

The list is partial; the hit share may differ from the screen's.
